MC4R barr agon = MC4R agonists recruiting beta-arrestin, primary screen, cell-based, luminescence, agonist arm of biased-ligand search. Melanocortin receptor 4 (Homo sapiens), P32245. 360,000 tested, 0.98% active. activation, % at 8.9 µM. AID 540308, 2011. U2OS MC4R beta-arrestin complementation; percent of melanotan II response, DMSO zero;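 active = activation above a per-plate cutoff, the mean activation of sample wells on that plate plus 3 SD, cut at about 8% in these data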
Target sequence (P32245 whole entry, looked up): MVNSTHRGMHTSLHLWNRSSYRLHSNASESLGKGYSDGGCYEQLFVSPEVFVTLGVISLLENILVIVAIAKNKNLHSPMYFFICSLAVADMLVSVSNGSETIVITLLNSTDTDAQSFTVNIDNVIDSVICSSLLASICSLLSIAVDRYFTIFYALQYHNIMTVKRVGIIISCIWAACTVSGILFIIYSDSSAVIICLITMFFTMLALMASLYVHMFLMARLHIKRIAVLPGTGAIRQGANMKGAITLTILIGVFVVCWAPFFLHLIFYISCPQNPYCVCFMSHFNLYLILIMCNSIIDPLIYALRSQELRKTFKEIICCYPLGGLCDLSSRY
iPSC survival up = enhancers of single-cell hiPSC survival, primary screen, ATPlite luminescence; 100% = ROCK inhibitor wells, 0% = DMSO; survival enhancement, % at 20 µM; 360,000 tested, 0.044% active; AID 602274, 2012; in the data active = survival enhancement above about 18%;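 also: cells exposed to compounds for 16 hours before the ATP read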
ABCB6 inh MLPCN = ABCB6 transporter inhibitors, primary screen, K562-ABCB6 cells, flow cytometry, MLPCN library | ATP-binding cassette sub-family B member 6 (Homo sapiens), Q9NP58 | fluorescence ratio to DMSO, % at 10 µM | 360,000 tested, 0.19% active | K562-ABCB6 porphyrin accumulation, 1 h; active compounds read low | AID 602162, 2011;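 active = fluorescence ratio to DMSO below 75%, the collection mean minus 3 SD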;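 also: signal is porphyrin accumulated inside mitochondria; 100% equals median channel fluorescence of DMSO control wells; lower ratio means ABCB6 inhibition with less porphyrin fluorescence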
MC4R antagonist = MC4R antagonists of cAMP signaling, primary screen, cell-based, TR-FRET, antagonist arm of biased-ligand search. inhibition, % at 6.5 µM. AID 540295, 2011. MC4R-expressing cells, MTII-stimulated cAMP, LANCE TR-FRET. Melanocortin receptor 4 (Homo sapiens), P32245. 360,000 tested, 0.48% active;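 active = inhibition above its plate's cutoff, the mean of tested wells on that plate plus 3 SD, cut at about 29% in these data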;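 also: 0% = Melanotan II alone and 100% = Melanotan II plus saturating MCL0020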
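system = U2OS cells with stable human MC4R expression | also added = Melanotan II challenge after compound preincubation | dosing = one concentration, 6.5 µM nominal | incubation = compound 30 min, challenge 1 h, detection 1 h | measured by = TR-FRET with Eu-cAMP and labeled anti-cAMP, 671 nm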
N-glyco inh = increase of ERlucT glycosylation luciferase signal, primary screen, N-linked glycosylation inhibitor project, D54 ERlucT cells, luminescence, set 2; 360,000 tested, 0.23% active; reporter increase, % at 12.5 µM; D54 ERlucT glycosylation luciferase reporter, 24 h; percent of 100 nM tunicamycin response;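 active = mean luciferase reporter signal, scaled so untreated is 0 and the glycosylation-blocking control 100, at or above a set limit in every replicate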;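 also: luciferase carries N-glycosylation sites so blocking glycosylation raises the light; 0% = median of neutral control wells and 100% = median of 100 nM tunicamycin wells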
HTR2A ag = mouse Htr2a agonists via beta-arrestin recruitment, primary screen, cell-based, luminescence; 360,000 tested, 0.66% active; CHO-K1 mHTR2A beta-arrestin complementation; percent of 30 µM serotonin response; AID 624169, 2012; activation, % at 7.6 µM; 5-hydroxytryptamine receptor 2A (Mus musculus), P35363;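 active = activation above a run cutoff, the mean activation of all tested compounds plus 3 SD, cut at about 14% in these data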;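 also: 0% = plate median of compound wells and 100% = 30 µM serotonin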
Target sequence (P35363 whole entry, looked up): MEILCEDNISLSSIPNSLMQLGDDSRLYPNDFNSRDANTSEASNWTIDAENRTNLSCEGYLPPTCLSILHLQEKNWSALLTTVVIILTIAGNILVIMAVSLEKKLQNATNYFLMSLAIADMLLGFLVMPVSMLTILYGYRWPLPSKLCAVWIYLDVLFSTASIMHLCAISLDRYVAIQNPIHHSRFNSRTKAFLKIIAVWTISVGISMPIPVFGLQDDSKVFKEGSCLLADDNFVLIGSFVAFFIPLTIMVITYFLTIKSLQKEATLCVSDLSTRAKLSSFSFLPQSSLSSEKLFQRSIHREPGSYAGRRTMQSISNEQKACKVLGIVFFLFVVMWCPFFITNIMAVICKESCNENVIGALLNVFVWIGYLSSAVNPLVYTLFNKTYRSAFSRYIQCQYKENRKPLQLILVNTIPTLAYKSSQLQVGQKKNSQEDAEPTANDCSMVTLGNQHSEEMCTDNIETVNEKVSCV
Cardio protect = cardioprotection against H2O2-induced cell death, primary screen, uHTS, H9c2 cells, ATPLite luminescence. H9c2 cardiomyocytes, H2O2 injury protection, 2 h. protection from H2O2 cell death, % at 20 µM. 360,000 tested, 0.63% active. AID 588492, 2011;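 active = compounds giving at least 50% protection of heart cells from peroxide-induced death in the single-dose screen, raw or plate-pattern-corrected value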;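 also: 0% = DMSO wells with peroxide and 100% = DMSO wells without peroxide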
Granule exo inh = LAMP-1 surface exposure blockers, TALL-104 cells – cell-based, flow cytometry, MLPCN library, primary screen. 360,000 tested, 0.66% active. TALL-104 LAMP-1 surface exposure; cells stimulated with thapsigargin and PMA. inhibition, % at 10 µM. AID 651702, 2012;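 active = inhibition above about 55%, limit read from the data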
aDG glyco up = activators of alpha-DG glycosylation, primary screen, uHTS, Pro5-aDG cells, AlphaScreen; activation, % at 10 µM; 360,000 tested, 0.22% active; alpha-DG glycosylation AlphaScreen (IIH6); 0% Pro5, 100% B10-LARGE cell signal; AID 624168, 2012;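 active = activation of at least 8% versus controls, or a plate z-score of at least 8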;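 also: Pro5 are CHO cells carrying HIG-tagged alpha-DG that lacks glycosylation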
ABHD5-PLIN5 inh = ABHD5-PLIN5 interaction inhibitors, primary screen, cell lysate, split luciferase complementation, luminescence; Perilipin-5 (Homo sapiens) + 1-acylglycerol-3-phosphate O-acyltransferase ABHD5 (Homo …; inhibition, % at 4 µM; Split G. princeps luciferase complementation, 4 h; 360,000 tested, 0.78% active;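 active = inhibition above the mean inhibition across every tested compound plus 3 SD, cut at about 22% in these data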;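 also: 0% = DMSO only wells and the 100% control is not disclosed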
The depositor's hits bear a star.

The line under a structure holds: MC4R barr agon	iPSC survival up	ABCB6 inh MLPCN	MC4R antagonist	N-glyco inh	HTR2A ag	Cardio protect	Granule exo inh	aDG glyco up	ABHD5-PLIN5 inh
O=C(Nc1nccs1)c1ccc(NC(=O)C2CC=CCC2C(=O)O)cc1 (stereo not drawn)
 : 0.1	-1.8	93	1	-2	2	4	-3	-0.6	-1
Cc1ccc(OCC(O)CNC2CCCC2)cc1C (stereo not drawn)
 : 0.7	-0.6	97	4	-2	4	-1	3	0.0	-3
NS(=O)(=O)c1ccc(CNC(=O)c2ccc(Cl)c([N+](=O)[O-])c2)cc1
 : -1.3	0.0	97	1	2	-2	-8	-2	-0.1	3
COc1ccc(S(=O)(=O)N2CCOCC2)cc1NC(=O)c1cc2ccccc2o1
 : -3.6	0.9	276	6	-3	-2	16	-3	-0.3	-7
COc1ccc(Cl)cc1NC(=S)Nc1cccc(C)c1
 : 0.2	0.0	92	3	1	-2	-10	-1	0.4	4
Cc1nn(Cc2ccc(Cl)cc2Cl)c(C)c1NC(=O)C1C2CCC(O2)C1C(=O)O (stereo not drawn)
 : -1.3	-2.8	110	-3	-2	4	6	-2	0.2	-3
Cc1ccc(Cl)cc1N1CCN(S(=O)(=O)N2CCCCC2)CC1
 : 1.7	2.5	99	0	0	-4	-3	-1	0.1	-8
CCN1CCN(c2sc(S(=O)(=O)CC)nc2S(=O)(=O)c2ccc(Cl)cc2)CC1
 : 0.4	-3.2	102	12	-9	-3	2	-13	-0.1	3
COc1ccc(/C=N/Nc2ccc(C(=O)O)cc2)cc1Br
 : -2.5	-0.4	101	-9	-17	-1	9	2	-0.2	-2
O=C(c1ccc(C(F)(F)F)cc1)N1CCN(S(=O)(=O)c2ccc3c(c2)OCCCO3)CC1
 : -1.5	-0.3	98	1	0	8	4	-1	0.4	-3
COc1ccc2c(c1)C(=O)N(c1ccc(C)cc1)C(=O)C2
 : -0.6	-3.1	129	13	3	4	17	-3	-0.4	-2
Cc1ccc(Cl)cc1-c1ccc(C=Nc2ccc(N3CCOCC3)cc2)o1
 : 1.5	0.4	92	9	-1	-1	-10	-2	-0.1	-5
O=C(NCc1ccccn1)c1cccc(S(=O)(=O)N2CCCCC2)c1
 : 1.0	-1.3	101	5	0	-4	26	4	0.6	5
CNC(=O)c1c(NC(=O)C2=COCCO2)sc2c1CCCC2
 : -3.5	-0.4	93	9	-1	5	10	-2	-0.1	-13
CN(C)S(=O)(=O)c1ccc(Cl)c(NC(=O)c2ccncc2)c1
 : -0.3	13	124	10	1	4	-8	-4	-0.1	-2
CCCCNC(=O)[C@H]1C[C@H]1[C@@H](O)[C@H](CO)NC(=O)[C@H](CC(C)C)NC(=O)OC(C)(C)C
 : -1.5	2.2	99	18	1	4	6	-3	-0.2	2
O=C(N/N=C/c1cc2ccccc2[nH]1)c1ccccc1Cl
 : -1.6	-0.5	99	2	4	-4	-3	1	-0.1	3
CCCCn1c(SCCN2CCCCC2)nc2c1c(=O)n(C)c(=O)n2C
 : 1.3	-0.7	101	-5	0	0	2	-2	0.0	2
Cc1ccc(CCNC(=O)c2cc(S(=O)(=O)N3CCCC3)cn2C)cc1
 : 1.3	0.9	94	-10	2	-1	-4	-1	-0.2	2
CN1CCN(c2ccc(-c3ccnn3C(=O)Nc3ccccc3)cc2)CC1
 : -2.4	-0.4	100	10	-2	0	-9	2	-0.5	0
Cc1ccc(NC(=O)Nc2ccc(F)cc2F)c(OC(F)F)c1
 : -2.4	0.3	96	2	4	-3	-10	-4	0.4	-6
CCN(C(=O)COc1ccccc1C(=O)NCc1ccccc1)C1CCS(=O)(=O)C1 (stereo not drawn)
 : -2.9	-0.2	96	-2	0	0	0	-12	-0.1	-7
O=C(NC(=S)Nc1ccc(N2CCCCC2)c(Cl)c1)c1ccc2c(c1)OCCO2
 : -3.2	-1.0	105	-2	0	5	-18	-5	0.5	1
O=C(CSc1nc2ccccc2c(=O)[nH]1)Nc1nc(-c2ccc(Br)cc2)cs1
 : 0.0	1.0	103	10	-1	14	1	2	-0.2	1
O=C1c2ccccc2C(=O)N1CCCOCc1c[nH]c(=O)[nH]c1=O
 : 0.5	7.5	103	6	1	3	7	0	0.3	-3
O=C(c1cc(-c2cccs2)on1)N1CCN(C(c2ccccc2)c2ccccc2)CC1
 : -0.8	-2.3	93	-1	-3	-1	-8	16	-0.1	-6
Cc1ccccc1CC(=O)Nc1cccc(S(=O)(=O)N2CCCC2)c1
 : -0.9	-0.5	88	-2	1	3	-3	1	0.2	-7
CCC(C)n1cnc2c(c1=O)c1nc3ccccc3nc1n2-c1ccc2c(c1)OCCO2 (stereo not drawn)
 : 1.1	0.8	100	11	-6	3	-12	-4	-0.3	-4
Cc1nn(-c2ccccc2)nc1C(=O)c1c(C)[nH]n(-c2ccccc2)c1=O
 : 0.3	0.2	94	7	1	2	-6	3	-0.1	5
CCOc1ccccc1NC(=O)C1CCCN(S(=O)(=O)c2ccc(-n3cnnn3)cc2)C1 (stereo not drawn)
 : 0.1	-0.5	90	6	-3	0	1	-9	-0.1	-1

By substructure: the entries above containing an aryl thioether with sulfur outside any ring (2)
The line under a structure holds: MC4R barr agon	iPSC survival up	ABCB6 inh MLPCN	MC4R antagonist	N-glyco inh	HTR2A ag	Cardio protect	Granule exo inh	aDG glyco up	ABHD5-PLIN5 inh
CCCCn1c(SCCN2CCCCC2)nc2c1c(=O)n(C)c(=O)n2C
 : 1.3	-0.7	101	-5	0	0	2	-2	0.0	2
O=C(CSc1nc2ccccc2c(=O)[nH]1)Nc1nc(-c2ccc(Br)cc2)cs1
 : 0.0	1.0	103	10	-1	14	1	2	-0.2	1

(continued)
The line under a structure holds: MC4R barr agon	iPSC survival up	ABCB6 inh MLPCN	MC4R antagonist	N-glyco inh	HTR2A ag	Cardio protect	Granule exo inh	aDG glyco up	ABHD5-PLIN5 inh
COc1cc(NC(=O)c2ccc3c(c2)OCCO3)ccc1NC(=O)c1ccccc1Cl
 : -0.9	-0.3	101	4	-4	6	5	5	0.7	0
CCOC(=O)Nc1ccc2c(c1)N(C(=O)CCN1CCN(CCO)CC1)c1ccccc1S2
 : -1.4	3.6	97	3	3	-2	6	-2	-0.1	8
COc1ccccc1OCC(=O)Nc1cccc(C(=O)N2CCOCC2)c1
 : 0.4	5.5	104	6	0	-1	1	2	-0.1	-4
O=c1[nH]cnc2c1sc(=S)n2-c1ccccc1
 : -2.1	-0.2	65*	-2	-1	5	-2	3	0.2	-6
CC1=NN(c2ccccc2)C(=O)/C1=C\N(O)c1ccccc1
 : -0.2	0.0	103	3	-5	-6	9	-7	0.2	-12
NC(=O)CCCC1=NS(=O)(=O)c2ccccc2N1
 : 0.1	4.2	104	-2	2	5	0	-4	-0.1	0
Cc1cccc(-n2ccnc2SCC(=O)N2CCCc3ccccc32)c1C
 : 0.0	0.5	97	9	0	-4	2	3	0.4	4
CCOC(=O)Cn1nc(C)c(NC(=O)c2ccc(Br)o2)c1C
 : 0.7	-0.4	102	-7	3	0	-2	2	0.0	-4
Cc1ccc(NC(=O)[C@@H]2CCCN2S(=O)(=O)c2ccccc2F)cc1
 : 2.8	0.3	88	1	-1	0	0	-2	0.0	3
COc1ccc(OCC(=O)Nc2nonc2NC(=O)COc2ccc(OC)cc2)cc1
 : -2.4	-0.3	88	4	3	-2	-12	2	-0.1	0
Cc1ccc(-n2ncc3c2CCCC3NC(=O)c2csnn2)cc1C (stereo not drawn)
 : 2.5	0.0	104	-2	-3	0	-8	1	0.3	-2
C[N+]1(CCOc2ccc([N+](=O)[O-])cc2)CCOCC1
 : -1.4	-0.1	94	3	2	0	4	-1	-0.1	0
CC1=NN(c2ccccc2)C(=O)C1C(=O)C(=O)Nc1ccc(F)cc1 (stereo not drawn)
 : -1.1	-0.4	99	-7	1	2	-7	-4	0.0	-18
O=C(CCN1CCN(c2ccccc2)CC1)N/N=C/c1ccccc1OC(F)F
 : 4.7	-2.6	83	-10	0	17*	21	7	1.0	11
O=C(NCc1ccccc1)C(=O)NCC(c1ccco1)N1CCOCC1 (stereo not drawn)
 : -0.7	-0.1	95	8	1	1	4	0	-0.1	1
Cc1ccc2[nH]c(C)c(CCNC(=O)NC3CCCCC3)c2c1
 : -1.4	0.0	99	13	-1	-8	0	6	-0.2	3
COCc1c(CCl)cnc(C)c1O
 : -2.8	-0.8	100	3	0	5	-4	0	-0.4	3

4 compounds already listed, ordered by the value under ABHD5-PLIN5 inh, descending:
| compound | ABHD5-PLIN5 inh |
| --- | --- |
| Cc1ccc(CCNC(=O)c2cc(S(=O)(=O)N3CCCC3)cn2C)cc1 | 2 |
| O=C(CSc1nc2ccccc2c(=O)[nH]1)Nc1nc(-c2ccc(Br)cc2)cs1 | 1 |
| CCOc1ccccc1NC(=O)C1CCCN(S(=O)(=O)c2ccc(-n3cnnn3)cc2)C1 (stereo not drawn) | -1 |
| COc1ccc2c(c1)C(=O)N(c1ccc(C)cc1)C(=O)C2 | -2 |
